EBNA-1 inh = blocks EBNA-1 binding to DNA; EBNA-1 DNA binding, fluorescence polarization; inhibition, % at 14.8 µM; 300,000 tested, 0.34% active; AID 1950; in the data active means inhibition above about 28%
LYPLA1 inh = LYPLA1 (human) inhibition in PME1 counter-screen. 320,000 tested, 0.16% active. recombinant LYPLA1, FP-Rh probe fluorescence polarization. inhibition, % at 5.9 µM. O75608;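 active means inhibition above the mean of all tested compounds plus 3 SD, set per campaign, cut at about 14% in these data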;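 further: inhibitors block serine hydrolase probe labeling of LYPLA1 so polarization falls; 0% = enzyme with DMSO and 100% = wells lacking LYPLA1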
ZTA counter = ZTA (EBV) inhibition in EBNA-1 counter-screen; ZTA-DNA binding, fluorescence polarization; 320,000 tested, 0.15% active; AID 2234; P03206; inhibition, % at 11 µM; in the data active means inhibition above about 33%
Target sequence (P03206 whole entry, looked up): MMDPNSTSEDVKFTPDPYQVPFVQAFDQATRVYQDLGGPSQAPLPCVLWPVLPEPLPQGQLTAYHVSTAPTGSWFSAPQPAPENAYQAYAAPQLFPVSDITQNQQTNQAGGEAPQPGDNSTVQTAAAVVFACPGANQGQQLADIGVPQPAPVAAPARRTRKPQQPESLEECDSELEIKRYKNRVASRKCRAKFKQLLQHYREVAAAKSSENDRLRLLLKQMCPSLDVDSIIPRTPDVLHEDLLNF
LYPLA2 counter = counter-screen for PME1 inhibitors: inhibitors of human LYPLA2; recombinant LYPLA2, FP-Rh probe fluorescence polarization; inhibition, % at 5.9 µM; 320,000 tested, 0.38% active; AID 2177;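 active means inhibition above the screen-wide mean plus 3 SD, limit set per campaign, cut at about 26% in these data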;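 further: 0% = LYPLA2 with DMSO and 100% = wells lacking LYPLA2 enzyme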
PAFAH1B2 inh = PAFAH1B2 (human) inhibition; recombinant PAFAH1B2, FP-rhodamine activity probe, fluorescence polarization; AID 492953; 340,000 tested, 1.2% active; P68402; inhibition, % at 3.39 µM;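 active means inhibition above the mean of all tested compounds plus 3 SD, cut at about 24% in these data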;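 further: 0% = enzyme with DMSO and 100% = wells lacking PAFAH1B2; many of its hits are not listed in these tables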
PAFAH1B3 inh = inhibitors of human PAFAH1B3 | Q15102 | recombinant PAFAH1B3, FP-rhodamine probe, fluorescence polarization | 340,000 tested, 0.28% active | inhibition, % at 3.39 µM;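 active means inhibition above the screen-wide average of all tested compounds plus 3 SD, cut at about 25% in these data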;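 further: 0% = enzyme with DMSO only and 100% = wells lacking PAFAH1B3 protein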
pPAFAH FP inh = pPAFAH (human) enzyme inhibition; Q13093; recombinant pPAFAH, FP-rhodamine probe fluorescence polarization; inhibition, % at 3.39 µM; 330,000 tested, 1.5% active; AID 463082;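 active means inhibition above the mean inhibition across the screen plus 3 SD, cut at about 25% in these data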;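 further: inhibitors block binding of the rhodamine activity-based probe so polarization drops; 0% = enzyme with DMSO and 100% = wells lacking pPAFAH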
PREPL inh = inhibitors of human prolyl oligopeptidase-like enzyme PREPL; recombinant PREPL, fluorescence polarization activity-based probe; inhibition, % at 5.96 µM; 320,000 tested, 0.68% active; AID 2751; Q4J6C6; in the data active means inhibition above about 43%;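 further: 0% = enzyme with DMSO and 100% = wells lacking enzyme; many of its hits are not listed in these tables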
Target sequence (Q4J6C6 whole entry, looked up): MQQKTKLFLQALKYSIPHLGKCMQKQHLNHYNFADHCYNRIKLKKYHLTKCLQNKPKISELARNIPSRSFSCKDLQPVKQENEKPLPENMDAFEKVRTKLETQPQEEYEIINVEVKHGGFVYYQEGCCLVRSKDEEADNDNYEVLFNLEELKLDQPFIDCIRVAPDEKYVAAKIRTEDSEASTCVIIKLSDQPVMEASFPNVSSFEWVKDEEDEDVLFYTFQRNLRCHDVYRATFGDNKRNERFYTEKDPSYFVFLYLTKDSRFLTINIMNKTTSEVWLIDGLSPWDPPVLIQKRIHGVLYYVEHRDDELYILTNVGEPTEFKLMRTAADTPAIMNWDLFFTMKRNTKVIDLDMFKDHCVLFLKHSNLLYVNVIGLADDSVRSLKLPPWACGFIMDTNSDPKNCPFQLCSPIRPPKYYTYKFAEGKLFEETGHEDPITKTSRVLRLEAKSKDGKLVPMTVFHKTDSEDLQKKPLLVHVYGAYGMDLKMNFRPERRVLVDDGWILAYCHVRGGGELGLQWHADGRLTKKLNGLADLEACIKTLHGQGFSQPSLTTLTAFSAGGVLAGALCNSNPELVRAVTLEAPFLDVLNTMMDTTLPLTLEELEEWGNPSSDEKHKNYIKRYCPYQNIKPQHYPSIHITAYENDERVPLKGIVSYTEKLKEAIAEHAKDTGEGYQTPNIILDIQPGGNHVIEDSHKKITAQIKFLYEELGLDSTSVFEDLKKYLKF
PAFAH2 inh = PAFAH2 (human) inhibition | Q99487 | recombinant PAFAH2, FP-rhodamine activity probe, fluorescence polarization | inhibition, % at 3.39 µM | 340,000 tested, 0.99% active | AID 492956;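 active means inhibition above the mean over all tested compounds plus 3 SD, cut at about 30% in these data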;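 further: inhibitors block probe labeling of enzyme so polarization drops; 0% = enzyme with DMSO and 100% = wells lacking PAFAH2 protein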
Active calls of the source: *. An excerpt; count on the stated rates, not on these rows.

COc1cc(/C=C2/S/C(=N/S(=O)(=O)Cc3ccccc3)NC2=O)c([N+](=O)[O-])cc1OC was read as EBNA-1 inh 3, LYPLA1 inh -1, ZTA counter 27, LYPLA2 counter -2, PAFAH1B2 inh 14, PAFAH1B3 inh 11, pPAFAH FP inh 18, PREPL inh 15 and PAFAH2 inh 9.
Screening COc1ccc(S(=O)(=O)N2CCCCC2)cc1NC(=O)c1[nH]c(C)c(C(C)=O)c1C returned PAFAH1B2 inh 4, PAFAH1B3 inh 11, pPAFAH FP inh 3, PREPL inh 3 and PAFAH2 inh 4.
For COc1ccc(C(=O)COC(=O)C2CC3CCCC(C2)C3=O)cc1Br (configuration not stated) the results were EBNA-1 inh -3, LYPLA1 inh 0, ZTA counter -4, LYPLA2 counter 0, PAFAH1B2 inh -2, PAFAH1B3 inh -1, pPAFAH FP inh 4, PREPL inh -1 and PAFAH2 inh 2.
Screening CCOc1ccc(NC(=O)/C(=C\c2ccc(OC(C)=O)c(OC)c2)NC(C)=O)cc1 returned EBNA-1 inh -13, LYPLA1 inh 1, ZTA counter -17, LYPLA2 counter -4, PAFAH1B2 inh -2, PAFAH1B3 inh 6, pPAFAH FP inh -6, PREPL inh 16 and PAFAH2 inh 3.
For O=C(CSc1ccccc1)Nc1ccc(N2CCOCC2)cc1 the results were EBNA-1 inh -5, LYPLA1 inh 2, ZTA counter 3, LYPLA2 counter 6, PAFAH1B2 inh 9, PAFAH1B3 inh 13, pPAFAH FP inh 0, PREPL inh 42 and PAFAH2 inh -4.
For COc1cccc(-c2noc(Cn3nc(C(=O)O)c4ccccc4c3=O)n2)c1 the results were EBNA-1 inh 3, LYPLA1 inh 5, ZTA counter -2, LYPLA2 counter 21, PAFAH1B2 inh 3, PAFAH1B3 inh 2, pPAFAH FP inh -4, PREPL inh -3 and PAFAH2 inh -8.
`O=C(NCc1cccnc1)c1cccc(NC(=O)c2ccco2)c1` gave EBNA-1 inh -8, LYPLA1 inh 2, ZTA counter -1, LYPLA2 counter 0, PAFAH1B2 inh 9, PAFAH1B3 inh 5, pPAFAH FP inh -4, PREPL inh 13 and PAFAH2 inh -7.
For O=C(COc1ccc(Cl)cc1Br)Nc1ccncc1 the results were EBNA-1 inh -3, LYPLA1 inh -2, ZTA counter -23, LYPLA2 counter 4, PAFAH1B2 inh 2, PAFAH1B3 inh 3, pPAFAH FP inh 0, PREPL inh -25 and PAFAH2 inh 3.
O=c1c2[nH]c3ccc(F)cc3c2nc2n1CCS2 was read as EBNA-1 inh -17, LYPLA1 inh 0, ZTA counter 5, LYPLA2 counter 1, PAFAH1B2 inh -1, PAFAH1B3 inh 7, pPAFAH FP inh -2, PREPL inh 16 and PAFAH2 inh -2.
Screening COC1C(C)=C(C)C(=O)N1Cc1ccccc1 (configuration not stated) returned EBNA-1 inh -1, LYPLA1 inh 2, ZTA counter 7, LYPLA2 counter 0, PAFAH1B2 inh 6, PAFAH1B3 inh 3, pPAFAH FP inh 5, PREPL inh 2 and PAFAH2 inh 2.
CCc1ccccc1OCCCN1CCCC1 was read as EBNA-1 inh 11, LYPLA1 inh 0, ZTA counter -7, LYPLA2 counter 1, PAFAH1B2 inh 4, PAFAH1B3 inh 6, pPAFAH FP inh -2, PREPL inh -9 and PAFAH2 inh 1.
O=C(c1nnc(-c2ccncc2)o1)c1ccccc1Cl was read as EBNA-1 inh 14, LYPLA1 inh 3, ZTA counter 5, LYPLA2 counter -3, PAFAH1B2 inh 3, PAFAH1B3 inh 0, pPAFAH FP inh 1, PREPL inh 2 and PAFAH2 inh 6.
Screening COc1ccc(NS(=O)(=O)c2ccc(C)c(NC(=O)CN3C(=O)NC4(CCCC4)C3=O)c2)cc1 returned LYPLA1 inh 0, ZTA counter 6, LYPLA2 counter -5, PAFAH1B2 inh -4, PAFAH1B3 inh 11, pPAFAH FP inh 2, PREPL inh 7 and PAFAH2 inh -2.
`O=C1c2ccccc2C(=O)N1CNc1ccccc1` gave EBNA-1 inh -10, LYPLA1 inh 1, ZTA counter -15, LYPLA2 counter -1, PAFAH1B2 inh 8, PAFAH1B3 inh 17, pPAFAH FP inh 1, PREPL inh -3 and PAFAH2 inh -1.
`O=C(O)CCC(=O)Nc1ccc(Br)cn1` gave EBNA-1 inh 0, LYPLA1 inh 0, ZTA counter -10, LYPLA2 counter 2, PAFAH1B2 inh 2, PAFAH1B3 inh 8, pPAFAH FP inh 2, PREPL inh 3 and PAFAH2 inh -2.
`Cc1nc(C)c(-c2ccnc(/N=C/NO)n2)s1` gave EBNA-1 inh 5, LYPLA1 inh -2, ZTA counter 4, LYPLA2 counter 3, PAFAH1B2 inh -3, PAFAH1B3 inh -7, pPAFAH FP inh 7, PREPL inh -2 and PAFAH2 inh -3.
Screening COC(=O)COc1ccc2c(c1)O/C(=C\c1ccco1)C2=O returned EBNA-1 inh 4, LYPLA1 inh -4, ZTA counter 2, LYPLA2 counter 1, PAFAH1B2 inh 2, PAFAH1B3 inh 12, pPAFAH FP inh 12, PREPL inh 0 and PAFAH2 inh -1.
COc1ccccc1NC(=O)/C=C1\NC(=O)CS1 was read as EBNA-1 inh -2, LYPLA1 inh 2, ZTA counter -15, LYPLA2 counter 6, PAFAH1B2 inh 7, PAFAH1B3 inh 10, pPAFAH FP inh 3, PREPL inh 14 and PAFAH2 inh -1.
Screening COc1cccc(CNCc2ccccc2OC)c1 returned EBNA-1 inh 10, LYPLA1 inh -3, ZTA counter 12, LYPLA2 counter 6, PAFAH1B2 inh 3, PAFAH1B3 inh 5, pPAFAH FP inh -2, PREPL inh -7 and PAFAH2 inh 0.
For NS(=O)(=O)c1ccc(CNC(=O)CSc2ccccc2)cc1 the results were EBNA-1 inh 1, LYPLA1 inh 1, ZTA counter 6, LYPLA2 counter 1, PAFAH1B2 inh 4, PAFAH1B3 inh 6, pPAFAH FP inh 3, PREPL inh -1 and PAFAH2 inh 3.
Screening CCOC(=O)c1sc(C)c2c(=O)n(CC(=O)c3ccc(Br)cc3)nnc12 returned EBNA-1 inh 2, LYPLA1 inh -3, ZTA counter 8, LYPLA2 counter 7, PAFAH1B2 inh 3, PAFAH1B3 inh 6, pPAFAH FP inh 7, PREPL inh 18 and PAFAH2 inh 4.
`COc1ccc(Cc2nc(C(=O)Nc3ccc(Cl)cc3)cs2)cc1` gave EBNA-1 inh -3, LYPLA1 inh -9, ZTA counter -7, LYPLA2 counter -10, PAFAH1B2 inh 1, PAFAH1B3 inh 7, pPAFAH FP inh 9, PREPL inh -3 and PAFAH2 inh 1.
For O=C(CSCC(=O)N1CCCc2ccccc21)Nc1nc(-c2ccccc2)cs1 the results were EBNA-1 inh 4, LYPLA1 inh -11, ZTA counter -3, LYPLA2 counter -13, PAFAH1B2 inh 6, PAFAH1B3 inh 3, pPAFAH FP inh 1, PREPL inh -3 and PAFAH2 inh -11.
Screening CCN(CC)CCSc1nc(O)c(-c2ccccc2)c(=O)n1-c1ccccc1 returned EBNA-1 inh 7, LYPLA1 inh -1, ZTA counter -2, LYPLA2 counter -1, PAFAH1B2 inh 0, PAFAH1B3 inh 7, pPAFAH FP inh 0, PREPL inh -12 and PAFAH2 inh 5.
Screening CC(C)(C)c1cc(C(=O)NNc2cc(C(F)(F)F)ccc2Cl)n(Cc2ccccc2)n1 returned EBNA-1 inh -8, LYPLA1 inh -14, ZTA counter -8, LYPLA2 counter -35, PAFAH1B2 inh 2, PAFAH1B3 inh -2, pPAFAH FP inh -10, PREPL inh 6 and PAFAH2 inh -10.
Screening CCc1ccc(-c2nn(Cc3ccccc3)cc2/C=C/C(=O)O)cc1 returned EBNA-1 inh 3, LYPLA1 inh 5, ZTA counter 5, LYPLA2 counter 1, PAFAH1B2 inh 13, PAFAH1B3 inh 0, pPAFAH FP inh 1, PREPL inh -1 and PAFAH2 inh 5.
For O=c1c2ccccc2nnn1CSc1ccc2ccccc2n1 the results were EBNA-1 inh -4, LYPLA1 inh 0, ZTA counter -26, LYPLA2 counter 8, PAFAH1B2 inh 0, PAFAH1B3 inh 6, pPAFAH FP inh 3, PREPL inh 1 and PAFAH2 inh 5.
`CCN(CC(=O)Nc1ccc(NC(C)=O)cc1)C(=O)C1CCC1` gave EBNA-1 inh 5, LYPLA1 inh 1, ZTA counter 5, LYPLA2 counter 6, PAFAH1B2 inh 2, PAFAH1B3 inh 1, pPAFAH FP inh 0, PREPL inh -2 and PAFAH2 inh -7.
Screening COCCn1c(SCC(=O)NCCc2ccccc2)nc2c([nH]c3ccccc32)c1=O returned EBNA-1 inh 8, LYPLA1 inh -1, ZTA counter -1, LYPLA2 counter 0, PAFAH1B2 inh -2, PAFAH1B3 inh 1, pPAFAH FP inh 1, PREPL inh 0 and PAFAH2 inh 7.
`CNC(=O)Nc1cccc(NC(=O)NC)n1` gave EBNA-1 inh 12, LYPLA1 inh -1, ZTA counter 18, LYPLA2 counter -3, PAFAH1B2 inh 0, PAFAH1B3 inh 9, pPAFAH FP inh 5, PREPL inh 0 and PAFAH2 inh 2.
`Clc1cccc(-c2nn3c(Cn4cnc5ccccc54)nnc3s2)c1` gave EBNA-1 inh -6, LYPLA1 inh -5, ZTA counter -9, LYPLA2 counter 2, PAFAH1B2 inh -1, PAFAH1B3 inh 5, pPAFAH FP inh 7, PREPL inh -7 and PAFAH2 inh -6.

Entries above containing a Cl atom, in the order listed:
For O=C(COc1ccc(Cl)cc1Br)Nc1ccncc1 the results were EBNA-1 inh -3, LYPLA1 inh -2, ZTA counter -23, LYPLA2 counter 4, PAFAH1B2 inh 2, PAFAH1B3 inh 3, pPAFAH FP inh 0, PREPL inh -25 and PAFAH2 inh 3.
O=C(c1nnc(-c2ccncc2)o1)c1ccccc1Cl was read as EBNA-1 inh 14, LYPLA1 inh 3, ZTA counter 5, LYPLA2 counter -3, PAFAH1B2 inh 3, PAFAH1B3 inh 0, pPAFAH FP inh 1, PREPL inh 2 and PAFAH2 inh 6.
`COc1ccc(Cc2nc(C(=O)Nc3ccc(Cl)cc3)cs2)cc1` gave EBNA-1 inh -3, LYPLA1 inh -9, ZTA counter -7, LYPLA2 counter -10, PAFAH1B2 inh 1, PAFAH1B3 inh 7, pPAFAH FP inh 9, PREPL inh -3 and PAFAH2 inh 1.
Screening CC(C)(C)c1cc(C(=O)NNc2cc(C(F)(F)F)ccc2Cl)n(Cc2ccccc2)n1 returned EBNA-1 inh -8, LYPLA1 inh -14, ZTA counter -8, LYPLA2 counter -35, PAFAH1B2 inh 2, PAFAH1B3 inh -2, pPAFAH FP inh -10, PREPL inh 6 and PAFAH2 inh -10.
`Clc1cccc(-c2nn3c(Cn4cnc5ccccc54)nnc3s2)c1` gave EBNA-1 inh -6, LYPLA1 inh -5, ZTA counter -9, LYPLA2 counter 2, PAFAH1B2 inh -1, PAFAH1B3 inh 5, pPAFAH FP inh 7, PREPL inh -7 and PAFAH2 inh -6.

Screening data from PubChem BioAssay.
